# Assay outcomes (PubChem)
# BAZ2B block – BAZ2B (human) inhibition; 4.4% of 360,000 active; AlphaScreen BAZ2B-H3K14Ac peptide displacement; AID 504333; Q9UIF8; Potency, µM (titrated, usually from 114 µM), for inactives: top-dose activity change, negative = inhibition, most hits filed as inhibitors; also: potency is read from the fitted curve at half-maximal effect; % is scaled to controls: 0 for no effect and ±100 for the full control effect; nearly all actives have a fitted effect of over 60% in size
#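 Multi-concentration screen (max 110 uM) measuring displacement of acetylated histone H3 peptide from BAZ2B by AlphaScreen, using 50 nM protein, 50 nM peptide and 10 ug/mL streptavidin donor plus Ni-chelate acceptor beads.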
# JMJD2A Tudor inh – inhibitors of human JMJD2A Tudor domain; 4.4% of 390,000 active; O75164; AlphaScreen JMJD2A-Tudor / H3K4me3 peptide binding; Potency, µM (series often up to 114 µM), without a hit: at the highest dose activity change, negative = inhibition, most hits filed as inhibitors; also: potency is read from the fitted curve at half-maximal effect; % is scaled to controls: 0 for no effect and ±100 for the full control effect; nearly all actives have a fitted effect of over 50% in size
# PI4K2A block – PI4K2A (human) kinase inhibition; Q9BTU6; 0.13% of 420,000 active; activity change, negative = inhibition, % at 76.9 µM; purified PI4K2A, ADP-Glo luminescence, 1 h; active compounds read low; in the data active = activity change below about -50%; inconclusive = mostly about -30% to -49%;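 also: -100% = wells without enzyme as full effect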
# Target sequence (Q9BTU6 whole entry, looked up): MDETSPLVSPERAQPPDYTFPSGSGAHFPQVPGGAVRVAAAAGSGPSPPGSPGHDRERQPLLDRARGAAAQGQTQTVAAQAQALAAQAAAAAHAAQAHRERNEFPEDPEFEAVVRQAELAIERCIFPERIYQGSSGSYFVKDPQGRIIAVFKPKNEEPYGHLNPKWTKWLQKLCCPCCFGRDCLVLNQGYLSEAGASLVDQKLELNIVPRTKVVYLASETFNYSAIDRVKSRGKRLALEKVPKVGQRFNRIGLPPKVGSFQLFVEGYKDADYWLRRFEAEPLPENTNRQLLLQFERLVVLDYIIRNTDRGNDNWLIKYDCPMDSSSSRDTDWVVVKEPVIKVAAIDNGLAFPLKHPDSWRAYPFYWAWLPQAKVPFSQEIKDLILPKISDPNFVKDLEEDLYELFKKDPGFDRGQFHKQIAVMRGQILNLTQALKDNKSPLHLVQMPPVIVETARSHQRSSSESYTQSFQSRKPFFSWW
#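 PI4K2A activity was measured by ADP-Glo luminescence: enzyme (4 ug/mL stock) and phosphatidylinositol (1.2 mM stock) in Tris pH 7.5/MgCl2/EGTA/Triton X-100 buffer were reacted with ATP (300 microM stock) for one hour at ambient temperature.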
# GLS inhibitor – inhibitors of human glutaminase (GLS); GLS enzymatic activity, qHTS titration; Potency, µM (doses to about 45.5 µM), for the others: at the top dose activity change, negative = inhibition, most hits filed as inhibitors; 0.21% of 410,000 active; AID 624170; also: potency is read from the fitted curve at half-maximal effect; % is scaled to controls: 0 for no effect and ±100 for the full control effect
#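 hKGA; 45 mM KH2PO4 pH 8.2 + 0.02% Tween-20; cpd via pin tool; 1 mM Gln soln; GluOx/HRP/Amplex Red; RT 30 min; fluor. t0 & final.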
# HP1b chromo inh – inhibitors of HP1-beta chromodomain binding to methylated histone tails; P83916; 0.56% of 390,000 active; AlphaScreen HP1-beta / biotin-H3K9me3 peptide binding; Potency, µM (series often up to 114 µM), for inactives: top-dose activity change, negative = inhibition, actives largely listed as inhibitors; AID 540317; also: potency is read from the fitted curve at half-maximal effect; nearly all actives have a fitted effect of over 70% in size; inactives centre near 23
# Target sequence (P83916 whole entry, looked up): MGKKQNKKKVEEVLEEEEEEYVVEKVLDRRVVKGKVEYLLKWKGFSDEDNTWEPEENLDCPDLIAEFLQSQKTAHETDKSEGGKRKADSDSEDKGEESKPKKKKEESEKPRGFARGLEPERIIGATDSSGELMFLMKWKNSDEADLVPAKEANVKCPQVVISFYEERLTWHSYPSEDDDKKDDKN
#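 HP1-beta protein (50 nM final) preincubated 30 min at room temperature with biotinylated H3(1-18)K9me3 peptide (50 nM) in PBS pH 7.4, 0.01% Tween-20, then compound added for 30 min. AlphaScreen streptavidin donor/nickel chelate acceptor beads (10 ug/mL final), 30 min dark, luminescence read.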
# G9a block – inhibitors of human histone lysine methyltransferase G9a. 8.8% of 350,000 active. G9a H3K9 monomethylation, AlphaScreen, 2 h. Q96KQ7. Potency, µM (top dose mostly 102 µM), for the others: at the highest dose activity, negative = inhibition, actives largely listed as inhibitors; also: potency is read from the fitted curve at half-maximal effect; % is scaled to controls: 0 for no effect and ±100 for the full control effect; nearly all actives have a fitted effect of over 75% in size
#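 AlphaScreen read-out: biotin-H3K9 peptide (500 nM) methylation by 20 nM enzyme with 20 uM SAM, 2 h at room temperature after 15 min compound preincubation; anti-monomethyl H3K9 antibody plus donor/acceptor beads, 10 min dark.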
# Tb PGK inh – inhibitors of T. brucei phosphoglycerate kinase. 0.043% of 380,000 active. PGK/GAPDH coupled, Kinase-Glo luminescence, 60 min. Potency, µM (titrated, usually from 57.5 µM), for the others: top-dose activity change, negative = inhibition, hits mostly inhibitors; also: potency is read from the fitted curve at half-maximal effect; % is scaled to controls: 0 for no effect and ±100 for the full control effect; nearly all actives have a fitted effect of over 60% in size
# Target sequence (P07378 whole entry, looked up): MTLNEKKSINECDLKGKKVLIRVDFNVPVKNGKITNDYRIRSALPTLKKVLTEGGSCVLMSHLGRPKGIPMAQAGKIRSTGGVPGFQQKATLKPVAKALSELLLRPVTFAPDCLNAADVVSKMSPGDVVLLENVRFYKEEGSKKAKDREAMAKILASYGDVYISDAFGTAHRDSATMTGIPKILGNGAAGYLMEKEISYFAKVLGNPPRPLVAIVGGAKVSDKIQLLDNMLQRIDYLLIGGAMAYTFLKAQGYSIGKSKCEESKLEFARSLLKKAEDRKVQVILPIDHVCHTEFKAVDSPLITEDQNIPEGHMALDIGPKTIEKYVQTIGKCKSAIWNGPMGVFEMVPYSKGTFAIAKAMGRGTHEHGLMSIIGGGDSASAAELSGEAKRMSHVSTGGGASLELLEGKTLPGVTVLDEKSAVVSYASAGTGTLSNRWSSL
#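 Recombinant glycosomal PGK reaction used 1,3-bisphosphoglycerate generated in-well by GAPDH (100nM final) in 100mM TEA pH 7.6, 5mM MgCl2, 0.01% Tween-20. After 60 minutes at room temperature, ATP was read by Kinase-Glo Plus luminescence end-point.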
# Pin1 inh – inhibitors of human Pin1; Potency, µM (top dose mostly 115 µM), for inactives: at the top dose activity, negative = inhibition, most hits filed as inhibitors; Q13526; 0.009% of 390,000 active; Pin1 FP peptide displacement, HiFluor488, 10 min; active = well fitted inhibition curve with a large enough effect in the polarisation, with a control signal flat, not every such curve was filed as active; inconclusive = small, poorly fitted or top-dose-only effect, or effect the other way, or a change in a side signal; inactive = no such curve, though single readings can be large or run the other way; the % refers to the polarisation; also: potency is read from the fitted curve at half-maximal effect; % is scaled to controls: 0 for no effect and ±100 for the full control effect
# POLH inh – blocks human DNA polymerase eta activity. Q9Y253. recombinant Pol eta, fluorescent DNA replication assay. Potency, µM (top dose mostly 114 µM), without a hit: at the highest dose activity change, negative = inhibition, usual class: inhibitors. 1.2% of 390,000 active. AID 588591; also: potency is read from the fitted curve at half-maximal effect; % is scaled to controls: 0 for no effect and ±100 for the full control effect
#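 Pol eta (10 nM) was preincubated with compounds for 15 min at room temperature, after which fluorescent replication substrate (50 nM final) was added to start the reaction. Fluorescence was read kinetically at 0 and 10 min.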
# Active calls of the source: *; i = inactive; ? = inconclusive; nt = not tested or not shown; [ ] = remark or other dose. Unless noted, calls follow the shape of the dose curve; as a rule, active = well fitted curve in the direction sought with a large enough effect; inconclusive = small, poorly fitted or top-dose-only effect, or another doubt; inactive = no such curve, though single readings can be large; an effect the other way counts as inactive or inconclusive. This is a subset (hit frequency here may not be typical).
# Results follow in this order: PI4K2A block, Tb PGK inh, JMJD2A Tudor inh, G9a block, POLH inh, BAZ2B block, HP1b chromo inh, GLS inhibitor, Pin1 inh
[1] CC1(C)CC(=O)c2c(Cc3ccccc3)noc2C1
  3, -1%, 24%, 34%, -3%, -9%, 27%, 6%, 2%
[2] FC(F)(F)c1ccc(/C=N/NC(=S)NC2CCCCC2)cc1
  -1, -4%, -9%, 17%, -16%, -15%, 18%, 7%, -8%
[3] Cc1ccc(-n2nc3c(Cl)nnc(C)c3c2C)cc1
  6, 3%, 1%, 13%[59 µM], -9%, 5%, -5%, 7%, -1%
[4] CC(C)=NOc1nc(N(C)C)nc(N(C)C)n1
  -1, 0%, -6%, -3%, -18%, 1%, 10%, 18%, -2%
[5] c1ccc(-c2cc(N3CCCCCC3)n[nH]2)cc1
  -1, i, ?, ?, -2%, ?, -14%, 14%, -4%
[6] COCCNC(=S)N1CCN(S(=O)(=O)c2ccc(Cl)s2)CC1
  1, -1%, -11%, 19%, -10%, -12%, 33%, -6%, 2%
[7] CC(C)c1ccc(NC(=O)CSC2=Nc3ccccc3C3=NC(CC(=O)NCc4cccs4)C(=O)N23)cc1 (stereo not given)
  1, 6%, -24%, 0%[59 µM], -8%, -12%, 27%, -15%, 33%[activator]
[8] Cc1ccc(-c2nc(S(=O)(=O)c3ccc(C)cc3)c(SCC(N)=O)o2)cc1
  -1, 6%, -12%, 25µM*, -18%, 3%, 29%, -20%, 58%[activator]
[9] O=C(COc1ccccc1)N1CCN(C(=O)c2ccc([N+](=O)[O-])cc2)CC1
  5, 0%, -26%, nt, -13%, -7%, 46%[activator], -11%, -3%
[10] CC(c1ccc(F)cc1)n1c(-c2ccc3ccccc3n2)n[nH]c1=S (stereo not given)
  1, -3%, -32%, -3%[0.501 µM], -9%, -33%, 9%, 13µM*, 2%
[11] COc1ccccc1Cc1noc(C(C)(C)NC(=O)c2ccccc2)n1
  2, i, -2%, -4%, -5%, 11%, 10%, 1%, 1%
[12] Clc1ccc(OCCCCN2CCc3ccccc3C2)cc1
  0, -3%, 18%, nt, -1%, 6%, 100%[activator], 29%, -1%
[13] Cc1ccc(C)c(NC(=O)C2CCCN2C(=O)OC(C)(C)C)c1 (stereo not given)
  3, -2%, -1%, 2%[59 µM], -22%, -6%, 44%[activator], 0%, -5%
[14] COc1cccc(C(=O)NNC(=O)c2ccc3ccccc3c2O)c1
  0, 0%, -23%, nt, -7%, nt, 11%, 19%, ?
[15] O=C(CNc1ccccc1F)Nc1cc(S(=O)(=O)N2CCCCC2)ccc1Cl
  -4, i, -16%, -8%[12.7 µM], -16%, -5%, 26%, 1%, -4%
[16] COc1ccccc1NC(=O)COC(=O)c1ccc2c(c1)OCCO2
  -6, -8%, -15%, 0%[12.7 µM], -1%, -3%, 17%, -1%, 25%
[17] CC(C)c1nc2sc3c(c2c(=O)n1N)CC(C)(C)OC3
  -4, 0%, -21%, 9%[12.7 µM], -14%, -1%, -17%, 1%, -2%
[18] c1cc(-c2nnc3n2CCC3)[nH]n1
  -3, 0%[11.5 µM], -12%, 17%, -6%, -3%, 55%[activator], 6%, 4%
[19] CCc1ccc(S(=O)(=O)c2nnn3c2nc(N(CC)Cc2ccccc2)c2cc(Cl)ccc23)cc1
  -3, 3%, 3%, 8%[59 µM], -15%, 12%, 41%[activator], 0%, ?
[20] CCC/C(=N\NC(=O)c1ccc(OC)c(OC)c1)c1ccccc1
  1, -5%, 7%, 79µM*, -18%, nt, 45%[activator], 6%, 4%
[21] COCC(=O)NCCc1nc2ccccc2[nH]1
  1, -5%, -4%, 9%, -13%, -3%, 21%, 3%, -1%
[22] CC(C)c1ccccc1NC(=O)COC(=O)C1(C)CC1(Cl)Cl (stereo not given)
  -1, -3%, -12%, 2%, -20%, 1%, 31%, 0%, -10%
[23] CSc1ccccc1C(=O)C1CCCN(S(=O)(=O)N(C)C)C1 (stereo not given)
  -8, -4%, -12%, nt, -6%, -21%, 33%, 4%, -1%
[24] CCn1cc(C(=O)N2CCCC2)c(=O)c2cc(S(=O)(=O)N3CC(C)CC(C)C3)ccc21 (stereo not given)
  2, -9%, -6%, -5%, -3%, -9%, 29%, 0%, 0%
[25] N/C(=N\OC(=O)Cc1cccs1)c1ccccc1
  -2, -10%, 7%, 64%[activator][59 µM], 16µM*, 26%, 69%[activator], 1%, 3%
[26] O=C(c1ccc(Cl)cc1)c1c[nH]c(C(=O)NNc2ccccc2)c1
  -2, -3%, -12%, 20µM*, 2%, -31%, 34%, -21%, 0%
[27] NC(=S)NNC(=S)Nc1ccccc1
  3, 6%, -26%, 10µM*, 1%, -16%, ?, ?, -2%
[28] COc1ccc(S(=O)(=O)c2cn(Cc3ccccc3)c3ccc(OC)cc3c2=O)cc1
  7, 1%, -17%, -32%[59 µM], -5%, -25%, 22%, -10%, 4%
[29] NC(=O)c1ccc(Cl)c2ccccc12
  0, 4%, -5%, -3%, 6%, -1%, 14%, 3%, -2%
[30] COc1ccccc1C(=O)N(c1ccc(C)cc1)S(=O)(=O)c1ccc(Cl)cc1
  -3, -4%, -19%, 4%[59 µM], -15%, 0%, 20%, -1%, 2%
[31] Cc1cc(C)n(C(=O)c2ccc(C)c(S(=O)(=O)N3CCOCC3)c2)n1
  0, -1%, -2%, 0%, -2%, -2%, 15%, 3%, -1%
[32] Cc1cnc(C(=O)OC(C(=O)Nc2cc(C(F)(F)F)ccc2Cl)c2ccccc2)cn1 (stereo not given)
  -5, -4%, -21%, 49%[activator], -11%, -15%, 11%, 5%, -1%
[33] O=C1CCC(c2ccccc2)c2ccccc21 (stereo not given)
  -2, -1%, 33%, nt, -6%, nt, 79%[activator], 3%, 0%
[34] NC(=O)C1CCN(C(=O)c2cc(-c3ccccc3Cl)nc3ccccc23)CC1
  -1, -4%, -20%, nt, -14%, nt, 4%, 3%, -1%
[35] Cc1cccc(OCC(=O)Nc2ccc(N3CCN(S(C)(=O)=O)CC3)cc2)c1C
  -5, 1%, -13%, 1%[2.33 µM], 12%, 9%, -3%, ?, 2%
[36] COc1ccccc1CNC(=O)CCn1c(=O)[nH]c2ccsc2c1=O
  1, 2%, -1%, 20%[59 µM], -8%, -2%, 35%, 1%, 5%
[37] NC(=O)COC(=O)c1cc(=O)[nH]c2ccccc12
  1, -7%, 1%[11.4 µM], 4%, 24%, -3%, 14%, 1%, -2%
[38] O=C(CCCCC(=O)OCC1COCO1)OCC1COCO1 (stereo not given)
  4, 1%, -6%, nt, -19%, nt, 43%[activator], 3%, -11%
[39] CCN1C(=O)c2cccc3c(S(=O)(=O)NCC4CCCO4)ccc1c23 (stereo not given)
  -4, -9%, -6%, nt, -8%, 11%, 28%, 7%, 1%
[40] O=C(COC(=O)c1ccc2c(c1)OCCO2)NCCc1ccc(F)cc1
  -4, i, 4%, nt, -18%, nt, 44%[activator], 0%, 2%
[41] COC(=O)c1ccccc1NC(=O)c1nc(S(=O)(=O)Cc2ccccc2)ncc1Cl
  4, i, -21%, -6%, -12%, -20%, 10%, -2%, -7%
[42] CN(C)C(=O)N1CCC(C(=O)NCc2ccccc2)CC1
  -1, -9%, -3%, 4%[59 µM], 5%, 7%, 21%, -1%, -1%
[43] CC(C(=O)NCCCN1CCOCC1)n1cccc1C(=O)c1ccccc1 (stereo not given)
  -12, 1%, -12%, 12%[59 µM], -2%, 5%, 33%, 6%, 2%
[44] COc1ccc(S(=O)(=O)N2CCC(C(=O)NCc3ccccn3)CC2)cc1Cl
  7, -1%, -4%, 14%[12.7 µM], 1%, 2%, 28%, -3%, -1%
[45] Cc1cccc(NC(=O)N2CCC(N3CCN(Cc4ccccc4)C(=O)C3=O)CC2)c1C
  3, -4%, -19%, 7%[59 µM], -11%, 3%, 4%, 3%, -2%
[46] CN1CCN(c2oc(-c3ccccc3)nc2S(=O)(=O)c2ccc(Br)cc2)CC1
  1, -3%, 56µM*, nt, -14%, 35µM*, ?, -3%, 0%
[47] O=C(O)CSc1nc2ccccc2n1Cc1ccccc1
  -3, 5%, 89µM*, 6%, 1%, 4%, -2%, 8%, 2%
[48] Clc1ccc(Cc2nnc(-c3ccccc3Br)o2)cc1
  -4, 6%, 48%[activator], 37%, -18%, 40%[activator], 103%[activator], 1%, 0%
[49] CCCCNC(=O)CCn1c(=O)c2cccn2c2cccnc21
  3, -9%, 5%, 40%[activator][59 µM], -18%, -34%, 36%, 0%, -14%
[50] N/C(=N\OC(=O)CCCc1ccccc1)c1ccc(Br)cc1
  -6, i, 115%[activator], 143%[activator], -6%, 178%[activator], 94%[activator], 0%, -3%
[51] O=C(COc1ccc(Br)cc1)OCCN1CCCCC1
  1, -6%, -5%, -37%, -10%, -4%, 60%[activator], -2%, 3%
[52] CC1CN(c2cc(=O)n(-c3ccccc3)c(=O)[nH]2)CC(C)O1 (stereo not given)
  0, 1%, 1%, 40µM*, -20%, 10%, 10%, 8%, -11%
[53] O=C(Nc1nnc(C2=COCCO2)o1)c1ccc(S(=O)(=O)N2CCOCC2)cc1
  -6, 2%, 79µM*, 50µM*, 1%, nt, 23%, 0%, -1%
[54] CCCCN1C(=O)C(CC(=O)NCCCCc2ccccc2)CC(C(=O)N2CCOCC2)=C1C (stereo not given)
  -2, -4%, nt, nt, -16%, nt, nt, -10%, nt
[55] CCC1(c2ccccc2)NC(=O)N(CC(=O)Nc2ccccc2N2CCCC2)C1=O (stereo not given)
  2, 0%, -34%, 40µM*, -4%, -13%, -4%, -27%, -6%
[56] Cc1ccc(-n2c(COc3cccc(C)c3)n[nH]c2=S)cc1
  -8, i, -21%, 4.5µM*, -5%, -30%, 45%, -6%, 1%
[57] Cc1ccc(Cn2cc(SCC(N)=O)c3ccccc32)cc1
  -5, 4%, 2%, 0%, -14%, -6%, 34%, 1%, -3%
